High-throughput results: PubChem BioAssay, National Center for Advancing Translational Sciences (NCATS)
12-LOX inh: inhibitors of human 12S-lipoxygenase ALOX12 | purified 12hLO, xylenol orange hydroperoxide absorbance | Potency, µM (highest dose often 108 µM), for inactives: at the top dose activity change, negative = inhibition, most hits filed as inhibitors | hit rate 1.1% among 580,000 | AID 1671190; further: potency means the concentration at half of the fitted maximal effect; on the % scale 0 is the no-effect control and ±100 the full control effect
Target sequence (P18054 whole entry, looked up): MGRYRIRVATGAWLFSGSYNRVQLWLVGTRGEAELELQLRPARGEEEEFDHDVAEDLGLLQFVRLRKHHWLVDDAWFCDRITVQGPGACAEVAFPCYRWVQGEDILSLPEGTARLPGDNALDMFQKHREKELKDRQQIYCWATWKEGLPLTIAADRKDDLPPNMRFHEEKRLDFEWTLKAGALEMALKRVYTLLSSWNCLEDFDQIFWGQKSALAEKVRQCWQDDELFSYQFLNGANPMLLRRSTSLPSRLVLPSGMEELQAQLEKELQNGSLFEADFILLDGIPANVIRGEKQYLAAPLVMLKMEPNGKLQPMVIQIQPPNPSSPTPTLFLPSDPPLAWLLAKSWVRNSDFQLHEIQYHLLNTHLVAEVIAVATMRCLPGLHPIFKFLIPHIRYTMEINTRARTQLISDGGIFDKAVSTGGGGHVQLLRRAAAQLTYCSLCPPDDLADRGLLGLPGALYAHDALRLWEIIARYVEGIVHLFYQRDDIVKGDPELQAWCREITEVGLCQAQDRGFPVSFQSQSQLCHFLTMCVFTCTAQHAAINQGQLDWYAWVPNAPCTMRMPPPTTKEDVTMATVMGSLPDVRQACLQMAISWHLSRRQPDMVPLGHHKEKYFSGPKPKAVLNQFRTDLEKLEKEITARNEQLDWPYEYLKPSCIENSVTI
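Hydroperoxide product was detected by ferrous iron/xylenol orange as the 573 to 405 nm absorbance ratio. Arachidonic acid at 40 uM (final) was turned over for 30 min at room temperature by 150 nM human 12hLO, pH 7.0 Hepes buffer, after 15 min compound preincubation.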
BLM inh: inhibitors of human Bloom syndrome helicase BLM | P54132 | recombinant BLM DNA unwinding, fluorescence dequenching | Potency, µM (top dose mostly 56.1 µM), for the others: top-dose activity change, negative = inhibition, actives largely listed as inhibitors | hit rate 0.2% among 350,000 | AID 2528;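 further: potency means the concentration at half of the fitted maximal effect; plate controls were vehicle for no effect and no enzyme for full effect; nearly all actives have a fitted effect of over 35% in size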
Pol iota inh: DNA polymerase iota (human) inhibition; Potency, µM (doses to about 115 µM), for inactives: at the top dose activity, negative = inhibition, hits mostly inhibitors; Pol iota fluorescent replication assay, 10 min; hit rate 1% among 390,000; further: potency means the concentration at half of the fitted maximal effect
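Fluorescent replication assay read twice, at 0 min and 10 min after adding 50 nM (final) substrate. Enzyme (10 nM) and compounds were first incubated 15 min at room temperature; enzyme-free buffer wells were negative controls.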
Pol kappa inh: DNA polymerase kappa (human) inhibition; Q9UBT6; purified Pol kappa, fluorescent DNA synthesis assay, 10 min; Potency, µM (top dose mostly 107 µM), for the others: at the top dose activity, negative = inhibition, actives largely listed as inhibitors; hit rate 0.53% among 400,000; further: potency means the concentration at half of the fitted maximal effect; on the % scale 0 is the no-effect control and ±100 the full control effect
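10 nM Pol kappa preincubated 15 min at room temperature with compounds, then reaction started with substrate at 50 nM final. Fluorescence read kinetically at 0 and 10 min; buffer-only wells served as negative control.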
Pol beta inh: DNA polymerase beta (human) inhibition; Potency, µM (top dose mostly 114 µM), for the others: at the highest dose activity change, negative = inhibition, most hits filed as inhibitors; hit rate 1.3% among 340,000; AID 485314; Pol beta primer extension/strand displacement, fluorescence kinetic; P06746; further: potency means the concentration at half of the fitted maximal effect; on the % scale 0 is the no-effect control and ±100 the full control effect
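Curves were derived by four-parameter Hill fits of normalized qHTS data. The kinetic fluorescent primer-extension read was taken at 0 and 10 min after 50 nM substrate, following a 15 min room-temperature preincubation of 10 nM enzyme with compounds.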
Anesthetic bind: binds horse apoferritin like a general anesthetic. apoferritin/1-aminoanthracene competitive binding, fluorescence. Potency, µM (highest dose often 77.5 µM), for the others: at the highest dose activity change, negative = displacement, hits mostly inhibitors. hit rate 0.074% among 350,000. AID 485281; further: potency means the concentration at half of the fitted maximal effect; on the % scale 0 is the no-effect control and ±100 the full control effect; nearly all actives have a fitted effect of over 20% in size
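10 uM apoferritin + 50% sat. 1-AMA, PBS; cpd 10 min RT; Ex380/Em535 endpoint; normalized to free probe vs complex; 4-param Hill fit; propofol titration as pos. ctrl.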
ERG Ets-DNA blk: blocks human ERG Ets domain binding to DNA. P11308. fluorescence polarization, His-ERG Ets domain / labelled DNA. Potency, µM (titrated, usually from 76.9 µM), without a hit: top-dose FP activity, negative = inhibition, hits mostly inhibitors. hit rate 0.028% among 370,000. AID 624246; active means well fitted inhibition curve with a large enough effect in the polarisation, with a control signal flat; inconclusive means small, poorly fitted or top-dose-only effect, or effect the other way, or a change in a side signal; inactive means no such curve, though single readings can be large or run the other way; the % refers to the polarisation;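 further: polarization taken with two DNA probes labelled with fluorescein and Texas red; potency means the concentration at half of the fitted maximal effect; % of control where 0% means no effect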
Target sequence (P11308 whole entry, looked up, the tested form may be a part): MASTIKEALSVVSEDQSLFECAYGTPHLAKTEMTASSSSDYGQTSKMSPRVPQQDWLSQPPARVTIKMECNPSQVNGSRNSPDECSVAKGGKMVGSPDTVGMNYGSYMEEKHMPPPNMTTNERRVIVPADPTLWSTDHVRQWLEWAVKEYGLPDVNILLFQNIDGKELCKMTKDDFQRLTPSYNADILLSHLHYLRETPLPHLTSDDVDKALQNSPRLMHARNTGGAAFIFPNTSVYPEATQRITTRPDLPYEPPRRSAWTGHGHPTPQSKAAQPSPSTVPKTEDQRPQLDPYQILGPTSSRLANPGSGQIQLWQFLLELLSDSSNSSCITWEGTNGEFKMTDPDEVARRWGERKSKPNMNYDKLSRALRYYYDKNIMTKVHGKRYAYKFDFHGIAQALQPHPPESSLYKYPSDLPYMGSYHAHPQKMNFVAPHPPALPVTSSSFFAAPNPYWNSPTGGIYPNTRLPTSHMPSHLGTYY
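His-tagged ERG Ets domain (1 uM in the protein solution; 300mM KCl, 50mM Tris-HCl, 1mM EDTA, 1mM DTT, pH 7.5) received compound, then a probe mix of 5 nM fluorescein-DNA and 100nM Texas-615-DNA. Fluorescence polarization was read for both dyes.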
APE1 inh: inhibitors of human APE1 endonuclease; P27695; Potency, µM (titrated, usually from 65.8 µM), for the others: at the top dose activity change, negative = inhibition, actives largely listed as inhibitors; hit rate 0.35% among 350,000; AID 2517; recombinant APE1, TAMRA/BHQ-2 abasic DNA cleavage fluorescence;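 further: potency means the concentration at half of the fitted maximal effect; plate controls were vehicle for no effect and reference inhibitor for full effect; nearly all actives have a fitted effect of over 55% in size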
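Incision of a quenched TAMRA/BHQ-2 THF abasic-site duplex (50 nM) by 0.75 nM APE1, after 15 min compound preincubation, measured as fluorescence increase over three 60 s reads. Values normalized to buffer, DMSO and NSC13755 control wells.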
TRHR agonist: TRH receptor (human) agonism. TRHR cells, calcium flux fluo-8, FDSS agonist mode. hit rate 0.18% among 360,000. activation, % at 2 µM. AID 493084. P34981; in the data active means activation above about 30%; further: 0% is about no effect
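TRHR-expressing cells loaded with fluo-8 calcium dye; 23 nL library compound pin-transferred, kinetic FDSS fluorescence (Ex 480/Em 530) recorded about 180 s for agonist-induced calcium release, before a 10 nM TRH EC20 addition for potentiator mode.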
Active calls of the source: *; i = inactive; ? = inconclusive; . = not tested or not shown; & = joins results of further samples; [ ] = remark or other dose. Unless noted, the call rests on the fitted dose curve; in most records, active means well fitted curve in the direction sought with a large enough effect; inconclusive means small, poorly fitted or top-dose-only effect, or another doubt; inactive means no such curve, though single readings can be large; an effect the other way counts as inactive or inconclusive. Some of the compounds tested; count on the stated rates, not on these rows.

SMILES	12-LOX inh	BLM inh	Pol iota inh	Pol kappa inh	Pol beta inh	Anesthetic bind	ERG Ets-DNA blk	APE1 inh	TRHR agonist
COc1ccc(-c2noc(CNS(=O)(=O)c3ccccc3)n2)cc1	0%	-3%	?	-4%	8%	-10%	1%	-1%	1.3
CCc1ccc(NC(=O)Cn2nnc(C(=O)NCc3ccc4c(c3)OCO4)c2N)cc1	-8%	-3%	-20%	-5%	22%	-12%	21%	-10%	1.1
COc1ccc(Cl)cc1C(=O)Nc1ccc(NC(=O)c2ccco2)cc1	5%	-4%	11%	-10%	-22%	7%	-3%	-1%	0.2
Fc1ccc(-c2nnc3ccc(N4CCCC4)nn23)cc1	6%	-3%	21%	6%	17%	0%	1%	0%	-0.5
CCN(CC)CCN1C(=O)C(=O)/C(=C(/O)c2c(C)[nH]c(C(=O)OC)c2C)C1c1cccnc1 (configuration not stated)	-40%	6%	7%	-13%	0%	6%	7%	4%	-0.6
CCc1ccc2oc(-c3ccc(NC(=O)c4ccc(OC)c(Br)c4)cc3)nc2c1	-3%	2%	28%	6%	18%	0%	3%	.	-0.3
O=C(NCc1ccccn1)c1ccc(=O)oc1	3%	1%	14%	-15%	17%	-6%	0%	-2%	0.0
COc1ccc(C)cc1NC(=O)c1ccc(=O)n(Cc2ccccc2)c1	-18%	-1%	7%	-11%[60.1 µM]	1%	-11%	0%	.	-0.4
FC(F)(F)c1cccc(NC(=S)Nc2ccc(Cl)c(Cl)c2)c1	0%	-13%	2%	-25%	10%	-12%	-2%	-3%	0.2
CN(Cc1ccccc1)C(=O)COC(=O)c1ccc2c(c1)OCO2	2%	-3%	8%	-8%	2%	3%	-4%	9%	0.2
Cn1c(CC(=O)Nc2ccccc2)nnc1SCC(=O)NC1CCCC1	-5%	-4%	36%[activator]	-2%	10%	-5%	-15%	33%	-0.1
COc1cc(C(=O)N/C(=C/c2ccc(F)cc2)C(=O)NC(C(=O)O)c2ccccc2)cc(OC)c1OC (configuration not stated)	-20%	-1%	-28%	5%	4%	-20%	1%	32%	0.0
CCN1CCN(CC(=O)Nc2ccc(C)c(Br)c2)CC1	?	2%	-5%	13%	16%	-5%	3%	14%	-0.3
COC(=O)/C=C/c1c(C)nc(NCc2ccccc2)nc1Cl	?	-4%	116%[activator]	-2%	4%	-16%	6%	-4%	0.4
COCC(C)NC(=O)Cn1c(SCc2ccccc2)nc2ccccc21 (configuration not stated)	10%	-1%	5%&72%	-23%&-18%	1%	2%	8%	73%[activator]	-1.0
CN1C(=O)CSc2ccc(C(=O)O)cc21	i	-6%	-25%	-4%	-10%	-9%	-3%	-2%	0.2
O=C(Nc1ccc(C(=O)N2CCN(c3ccccc3)CC2)cc1)C1=CSCCO1	-2%	-2%	-11%	2%	0%	-4%	-10%	18%	-0.3
COc1ccc(OC)c(-n2c(SCC(=O)N3CCc4ccccc43)nc3c(c2=O)SCC3)c1	.	1%	19%	-3%	4%	3%	7%	-2%	0.1
CN1CCN(C(c2ccc(C(F)(F)F)cc2)c2ccc3cccnc3c2O)CC1 (configuration not stated)	18µM*	-10%	35%[activator]	5%	16%	-26%	-15%	-1%	0.6
OC(c1ccccn1)(c1ccccn1)c1ccccn1	20%	2%	13%	0%	38%	1%	1%	0%	-0.4
CCOC(=O)c1c(C)[nH]c(C(=O)COC(=O)CCSc2ccccc2)c1C	0%	0%	-8%	-13%	?	-2%	-2%	-6%	0.4
O=C(Nc1ccc(-n2nncc2-c2ccco2)cc1)c1cc2ccccc2oc1=O	.	-18%	11µM*	5.6µM*	28µM*	-15%	0%	?	-0.9
O=C(Nc1cccnc1)C1CCN(S(=O)(=O)c2ccc(Cl)cc2)CC1	2%	-4%	15%	-3%	15%	-4%	8%	2%	0.5
CC1CCN(S(=O)(=O)N2CCC(C(=O)NCCC3=CCCCC3)CC2)CC1	2%	-1%	5%	2%	16%	-7%	5%	-3%	1.1
COC(=O)N(C)c1nc2ccccc2s1	21%	0%	-9%	8%	38%	-12%	2%	-4%	0.0
O=C(CN1C(=O)COc2ccccc21)N(Cc1cccnc1)Cc1cccc(F)c1	25%	3%	-8%[58.9 µM]	-10%	11%	3%	-8%	13%	-0.4
CC(=O)Nc1cc(C(=O)N2CCCC2)ccc1Sc1ccc(Cl)cc1	-15%	-26%	30%[activator]	0%	-9%	-17%	10%	3%	-0.5
Cc1nc2cnc(N3CCOCC3)nc2n(CCc2ccccc2)c1=O	0%	2%	.	1%[60.1 µM]	.	.	.	-13%	.
NC(=O)c1ccccc1OCC(=O)N1CCCC1c1ccc2c(c1)OCCCO2 (configuration not stated)	-2%	.	13%	-2%	.	.	-10%	24%	-0.3
O=C(Nc1ccc(S(=O)(=O)N2CCCC2)cc1)c1ccccc1	-1%	.	?	7%	.	.	-5%	18%	-0.7
Cc1ccc2c(c1)-c1ccccc1S(=O)(=O)N2	-20%	-2%	14%	1%	7%	-15%	2%	1%	-2.0
Cc1cccc(-n2nnc3c(=O)n(CC(=O)Nc4cc(C)on4)cnc32)c1	-10%	-9%	71%[activator]	-11%	?	-13%	-9%	-13%	-0.1
CC(=O)NCc1ccc(S(=O)(=O)NC(C)CCc2ccccc2)cc1 (configuration not stated)	5%	-6%	-3%	2%	-8%	-1%	-8%	40%[activator]	-0.1
Cc1ccc(C)c(N2CCN(C(=O)c3cc4ccccc4oc3=O)CC2)c1	-6%	-2%	28%	3%	14%	?	0%	-3%	-0.7
Nc1ccc(C(=O)NCc2ccccc2)cc1	-17%	-5%	4%	10%	52%[activator]	-23%	1%	6%	-0.1
COc1ccc(CC(=O)Nc2ccc(S(=O)(=O)NCC3CCCO3)cc2)cc1 (configuration not stated)	?	1%	11%	3%	-30%	-2%	.	-1%	-0.7
Fc1ccc(Nc2ccnc(C(F)(F)F)c2)cc1	-3%	-1%	5%	1%	38%	-9%	4%	10%	-0.1
CCOc1ccc(C(CC(=O)O)N2Cc3ccccc3C2=O)cc1OC (configuration not stated)	0%	-3%	32%[activator]	13%	-4%	-6%	-2%	.	0.9
COc1cccc(SCc2noc(C(=O)NC(C)C)c2C(=O)NC(C)C)c1	1%	.	18%	-4%	.	.	-7%	-6%	0.0
O=C(COc1ncnc2cc([N+](=O)[O-])ccc12)NCCc1ccc(Cl)cc1	i	-1%	115%[activator]	-5%	0%	-23%	15%	-2%	-0.2

No new results follow: entries from further up.
SMILES	12-LOX inh	BLM inh	Pol iota inh	Pol kappa inh	Pol beta inh	Anesthetic bind	ERG Ets-DNA blk	APE1 inh	TRHR agonist
COc1ccc(CC(=O)Nc2ccc(S(=O)(=O)NCC3CCCO3)cc2)cc1 (configuration not stated)	?	1%	11%	3%	-30%	-2%	.	-1%	-0.7
Fc1ccc(Nc2ccnc(C(F)(F)F)c2)cc1	-3%	-1%	5%	1%	38%	-9%	4%	10%	-0.1

Following part.
SMILES	12-LOX inh	BLM inh	Pol iota inh	Pol kappa inh	Pol beta inh	Anesthetic bind	ERG Ets-DNA blk	APE1 inh	TRHR agonist
COc1ccc(Oc2nc(-c3cccnc3)nc3ccccc23)cc1	10%&173%	5%	-5%	-2%	-1%	-4%	4%	-2%	0.3
CCN(CC)c1ccc(NC(=O)CN2C(=O)c3cccnc3Sc3ccccc32)c(C)c1	-5%	-3%	-11%	-23%	-2%	-14%	-4%	.	-0.5
Cc1cccc(OCC(=O)NCCNC(=O)c2ccco2)c1	0%	-4%	101%[activator]	10%	16%	-1%	1%	21%	0.6
Cc1cccc(N(C)c2nc3ccc(C(=O)c4ccccc4)cc3n3c(C)nnc23)c1	-26%	-3%	4%	-10%	-2%	-14%	1%	.	0.8
Cc1ccc(C(=O)O)cc1NC(=O)c1cccs1	0%	6%	19%	-15%	6%	40%[activator]	3%	-4%	-1.2
O=c1nc2n(c3cc(Cl)c(S(=O)(=O)N4CCOCC4)cc13)CCCCC2	-22%	0%	5%	-4%	-2%	-10%	-4%	0%	0.7
O=C(CN1C(=O)NC2(CCOc3ccccc32)C1=O)c1ccc(Cl)cc1 (configuration not stated)	2%	.	40%[activator]	6%	.	.	16%	6%	0.0
CN1/C(=C\C=O)C(C)(C)c2ccccc21	-2%	4%	61%[activator]	-2%	5%	-10%	28%	-3%	-0.8
Cc1cccc(C)c1NC(=O)CN(C)C(=O)CC1Sc2ccccc2NC1=O (configuration not stated)	-9%	.	54%[activator]	-1%	.	.	-5%	-12%	-0.1
COc1ccc(C(=O)NCCCOc2cccc(NC(C)=O)c2)cc1	160%[activator]	-1%	-13%[58.9 µM]	0%	1%	4%	-2%	3%	-1.3
CC(C)C(=O)Nc1ccc(C(=O)NC2CCSC2=O)cc1 (configuration not stated)	-9%	-2%	2%	-3%	-7%	-15%	-2%	-2%	-2.5
S=C(N/N=C/c1ccc(Cl)cc1)N1CCOCC1	?	4%	-3%	-11%	38%	-11%	-11%	15%	-0.1
C=CCn1c(SCC(=O)NC2CCCCC2)nc2ccccc2c1=O	-16%	-3%	163%[activator]	0%	23%	-9%	16%	-4%	-0.3
COC(=O)c1ccc(NC(=O)n2ncc3c(C)cccc32)cc1	-12%	-1%	17%	2%	-16%	2%	-6%	.	0.8
CC1CCN(C(=O)CSc2nnc(Cc3cc(=O)[nH]c(=O)[nH]3)n2-c2ccc(Cl)cc2)CC1	225%[activator]	-3%	?	-3%&25%	-24%	-23%	-7%	-2%	0.3
CCc1ccc(NC(=O)c2ccc(NC3=NC4CS(=O)(=O)CC4S3)cc2)cc1 (configuration not stated)	6%	2%	?	-39%	2%	-20%	3%	0%	0.4
O=C(NNC(=O)c1cccc([N+](=O)[O-])c1)c1ccncc1	0%	-2%	61%[activator]	2%	0%	-5%	-7%	-6%	0.2
Cc1ccc(-c2cn3ccc(C)cc3n2)cc1	0%	4%	4%	0%	-15%	-1%	1%	.	-0.2
